# S2 tox: viability counter-screen for ATXN expression inhibitors; S2 cells (HEK-293 line with an ATXN2-luciferase reporter) viability, CellTiter-Fluor protease fluorescence, 24 h; Potency, µM (highest dose often 56.7 µM), actives largely listed as cytotoxic; 400,000 compounds, 0.49% hits; AID 651635; also: potency is read from the fitted curve at half-maximal effect; nearly all actives have a fitted effect of over 40% in size
# MCF10A rereplic: DNA re-replication induction in MCF 10a cells. MCF 10A DNA re-replication, Hoechst nuclear intensity, 48 h. Potency, µM (series often up to 46.1 µM), inactives show at the top dose activity, positive = re-replication, actives largely listed as activators. 350,000 compounds, 2.9% hits; also: potency is read from the fitted curve at half-maximal effect; % of control where 0% means no effect; nearly all actives have a fitted effect of over 50% in size
# TGFb inhibitor: blocks TGF-b signaling; HepG2 CAGA-GFP TGF-b/SMAD3 reporter, GFP fluorescence, 18 h; TGF-beta stimulated, 500 pg/mL final; Potency, µM (doses to about 46.1 µM), without a hit: at the top dose activity, negative = inhibition, usual class: inhibitors; 410,000 compounds, 1.2% hits; AID 588855; also: potency is read from the fitted curve at half-maximal effect; % is scaled to controls: 0 for no effect and ±100 for the full control effect; nearly all actives have a fitted effect of over 65% in size
#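 Per well, imaged GFP fluorescence of HEPG2 CAGA-GFP cells gives the signal; cells get compound, then TGF-beta (500 pg/mL final), 18 h at 37 degrees C; %Activity versus -TGF-beta and +DMSO controls.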
# IL1B secr inh: blocks inflammasome-driven IL-1 beta release | activity change, % at 57.5 µM | THP-1 LPS/ATP IL-1B secretion, AlphaLISA, 16 h; stronger effect = lower value | AID 743279 | 360,000 compounds, 4.7% hits; in the data active = activity change below about -50%; inconclusive = mostly about -30% to -49%; also: % is scaled to controls: 0 for no effect and ±100 for the full control effect
#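 THP-1 cells pretreated 1 hr with compounds (up to 57.5 uM final), then stimulated with LPS (250 ng/mL final) plus ATP (1.25 mM final); secreted IL-1B measured by AlphaLISA after 16 hr, decreased signal indicating inhibition.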
# A549 viability: A549 cytotoxicity, counter-screen for Nrf2 inhibitors | A549 ARE-Fluc cells, CellTiter-Fluor viability, 18-24 h | Potency, µM (doses to about 46 µM), without a hit: top-dose activity change, negative = cytotoxicity, most hits filed as inhibitors | 390,000 compounds, 0.16% hits | AID 504648; also: potency is read from the fitted curve at half-maximal effect; % is scaled to controls: 0 for no effect and ±100 for the full control effect
#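 A549 ARE_Fluc cells in 5% FBS OPTI-MEM were exposed to compounds in concentration-response for 18-24 h at 37 deg C. Viability was read by CellTiter-Fluor fluorescence (Ex 405/Em 525) after 30 min, before the luciferase read.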
# Nrf2 activator: Nrf2 pathway activation; AREc32 ARE-luciferase reporter (MCF7-derived line), luminescence, 24 h; Potency, µM (titrated, usually from 46.1 µM), for inactives: at the top dose activation, hits mostly activators; 410,000 compounds, 0.31% hits; AID 624171; also: potency is read from the fitted curve at half-maximal effect; % of control where 0% means no effect; nearly all actives have a fitted effect of over 65% in size
#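 AREc32 cells carrying an ARE-driven firefly luciferase reporter were seeded at 1000 cells/well in OPTI-MEM with 5% FBS, then exposed to compound for 24 hr at 37 deg C. Luminescence was read with Steady-Glo after 30 min at RT.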
# ATXN2 expr inh: reduces ATXN2 reporter expression in HEK-293 cells. 360,000 compounds, 0.72% hits. Potency, µM (highest dose often 57 µM), inactives show at the top dose activity change, negative = inhibition, usual class: inhibitors. HEK-293 ATXN2-luciferase reporter, luminescence, 24 h; also: potency is read from the fitted curve at half-maximal effect; % is scaled to controls: 0 for no effect and ±100 for the full control effect; nearly all actives have a fitted effect of over 55% in size
#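 ATXN2-luciferase reporter cells (luciferase flanked by upstream and downstream ATXN2 gene portions) were treated 24 h at 37 °C with compounds at up to 57 uM. SteadyGlo luminescence gave expression; GF-AFC fluorescence gave viability.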
# HepG2 viability: counter-screen for TGF-b inhibitors: cytotoxicity in HepG2 cells. HepG2 CAGA-GFP viability, ATP luminescence, 18 h. Potency, µM (top dose mostly 46.1 µM), without a hit: at the top dose activity change, negative = cytotoxicity, usual class: cytotoxic. 410,000 compounds, 0.76% hits. AID 588856; also: potency is read from the fitted curve at half-maximal effect; some results filed as inactive show a strong effect at the top dose
#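 HepG2 CAGA-GFP cells (1000/well, DMEM with 1% FBS) received compound, then TGF-beta at 500 pg/mL final, and were incubated 18 hours at 37 degrees C. Viability was read by CellTiter-Glo luminescence. Media-only wells were set as complete cell-killing and DMSO as no toxicity.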
# Nrf2 inh: inhibitors of Nrf2 signaling | Potency, µM (doses to about 46 µM), for the others: at the top dose activity change, negative = inhibition, most hits filed as inhibitors | 360,000 compounds, 2.1% hits | A549 ARE-Fluc reporter, luciferase luminescence, 18-24 h; also: potency is read from the fitted curve at half-maximal effect; % is scaled to controls: 0 for no effect and ±100 for the full control effect; nearly all actives have a fitted effect of over 60% in size
#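 Cells were seeded and rested 2 h, then exposed to compounds for 18-24 h. CellTiter-Fluor was read first as a viability measure. BugLite was added 15 min before the final luminescent read of ARE-luciferase activity in A549 cells.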
# * marks the source's active call; other numbers are inactive results; i = inactive; u = inconclusive; x = not tested or not shown; & = joins results of further samples; [ ] = dose if it differs, or a comment. Unless noted, calls follow the shape of the dose curve; as a rule, active = well fitted curve in the direction sought with a large enough effect; inconclusive = small, poorly fitted or top-dose-only effect, or another doubt; inactive = no such curve, though single readings can be large; an effect the other way counts as inactive or inconclusive.
no.	SMILES	S2 tox	MCF10A rereplic	TGFb inhibitor	IL1B secr inh	A549 viability	Nrf2 activator	ATXN2 expr inh	HepG2 viability	Nrf2 inh
1	O=C(O)CCN(Cc1ccccc1)S(=O)(=O)c1ccccc1Cl	i	-1%	-15%	23	-2%	0.1%	0%	11%	-1%
2	Cc1ccc2nc(SCC3CCCCO3)[nH]c2c1 (stereo unspecified)	i	5%	-3%	2	8%	-1.4%	11µM*	25%	u
3	Oc1c(Br)cc(Br)cc1C=NCc1ccccc1	i	12%	-8%	69	0%	-0.1%[9.22 µM]	-20%	-9%	-6%
4	CCc1nn(CC(=O)NC(C)CC)c(=O)c2cc3occc3n12 (stereo unspecified)	i	x	u	x	0%	-0.3%	1%	5%	u
5	CCOC(=O)C1CCN(CC(=O)c2c(C)[nH]c3ccccc23)CC1	i	1%	u	-14	-4%	3.2%	-5%	-33%	4%
6	COc1cc2nc(C3CCC3)n(NC(=O)C3CCC(OC)CC3)c(=O)c2cc1OC (stereo unspecified)	u	-1%	-8%	4	1%	-0.2%	15%	-1%	13%
7	CN1CCC(N(C)C(=O)c2ccccc2Nc2ccc(SC(F)F)cc2)CC1	i	8.2µM*	1%	-7	3%[1.84 µM]	-0.5%	0%	-25%	3%
8	COc1ccc(-c2ccc3[nH]c4c(c3c2)CCN2C(=O)[C@@H]([C@H](C)O)[C@@H](N(C)C(=O)Nc3ccccc3)C[C@@H]42)cc1	u	x	u	-26	x	-5.6%	u	-103%	x
9	Cc1ccc(/C=N/NC(=O)C(=O)N/N=C/c2ccc(C)o2)o1	i	0%	-3%	-2	4%	0.4%	3%	1%	-3%
10	O=C(COC(=O)C12CC3CC(CC(C3)C1)C2)NCc1ccco1	i	2%	13%&-8%	-3	-2%&-4%	0.7%	0%	15%&-22%	24%&8%
11	CC(=O)c1ccccc1C(=O)N1CCCC(CNC(=O)c2ccc(F)cc2)C1 (stereo unspecified)	i	x	-11%	11	x	-0.6%	x	-25%	x
12	Cc1cc(S(=O)(=O)N2CCOCC2)ccc1OCC(=O)NCC1CCCO1 (stereo unspecified)	i	-4%	-3%	-18	5%	0.3%	-19%	-10%	u
13	Cc1cc(OCCn2cncn2)ccc1[N+](=O)[O-]	i	8%	-1%	-12	3%	-0.8%	-19%	-10%	11%
14	CC(C)CNC(=S)N1CCC(C(=O)c2ccc(Cl)cc2)CC1	u	x	-16%	-21	x	-0.4%	x	0%	x
15	CCn1c(C)c(C(C)=O)c(N2CCN(c3ccc(F)cc3)CC2)nc1=S	i	14%	10%	-26	-3%	-0.6%	0%	-12%	-6%
16	Cc1cccc(NC(=O)CN2CCN(C(=O)CNC(=O)c3ccc(-c4ccccc4)cc3)CC2)c1C	i	x	-11%	38	x	4.4%	x	-28%	x
17	COc1ccc(-c2cc(-c3cccs3)c(C#N)c(SCC(=O)NCc3ccccc3OC)n2)cc1	x	u	-8%	66	-11%	0.4%	u	-21%	4%
18	CC1CCN(C(=O)c2ccccc2NC(=O)c2cccs2)CC1	i	7%	-4%	14	3%	0.0%	-1%	1%	14%
19	CCc1n(CC(O)COCc2ccccc2)c2ccccc2[n+]1C (stereo unspecified)	i	12%	-16%	33	-1%	0.0%	-2%	1%	-12%
20	Nn1c(SCC(=O)Nc2ccc(N3CCOCC3)cc2)nnc1C1CC1	u	2%	16%	11	-1%	3.1%	x	-5%	12%
21	O=C1CCC(C(=O)N2CCCC(N3CCN(c4cccc(C(F)(F)F)c4)CC3)C2)=NN1 (stereo unspecified)	i	-4%	-1%	13	6%	0.0%	1%	2%	0%
22	Cc1nn(S(=O)(=O)N(C)C)c(C)c1CN1C(=O)c2ccccc2C1=O	i	-4%	6%	16	10%	-0.3%	-4%	-9%	-3%
23	O=C(Cc1cccs1)Nc1ccc(S(=O)(=O)N2CCCC2)cc1	i	0%	u	15	0%	-0.1%	2%	-6%	10%
24	O=C(NCc1ccco1)C1CCN(C(=O)c2cc3sccc3n2Cc2ccc(F)cc2)CC1	i	25%	u	u	-24%	3.8%	-30%	-31%	u

# A draw from above in order of length of the SMILES, descending.
no.	SMILES	S2 tox	MCF10A rereplic	TGFb inhibitor	IL1B secr inh	A549 viability	Nrf2 activator	ATXN2 expr inh	HepG2 viability	Nrf2 inh
17	COc1ccc(-c2cc(-c3cccs3)c(C#N)c(SCC(=O)NCc3ccccc3OC)n2)cc1	x	u	-8%	66	-11%	0.4%	u	-21%	4%
21	O=C1CCC(C(=O)N2CCCC(N3CCN(c4cccc(C(F)(F)F)c4)CC3)C2)=NN1 (stereo unspecified)	i	-4%	-1%	13	6%	0.0%	1%	2%	0%
13	Cc1cc(OCCn2cncn2)ccc1[N+](=O)[O-]	i	8%	-1%	-12	3%	-0.8%	-19%	-10%	11%

# Next section
no.	SMILES	S2 tox	MCF10A rereplic	TGFb inhibitor	IL1B secr inh	A549 viability	Nrf2 activator	ATXN2 expr inh	HepG2 viability	Nrf2 inh
25	CCOC(=O)c1ccc(NC(=O)CSc2nnc(-c3ccncc3)n2C)cc1	i	7%	-4%	-25	1%	2.2%	3%	-2%	2%
26	NC(=O)N=Nc1c(O)n(Cc2ccccc2)c2ccc(Br)cc12	i	11%	-1%	14	-4%	-0.1%	-7%	-24%	-19%
27	CCOc1ccc(S(=O)(=O)N2CCC(C(=O)OCc3ccc(OC)cc3)CC2)cc1	i	1%	-7%	1	-2%	0.2%	4%	3%	-15%
28	CCC(C)n1c(SCC(=O)NC(=O)Nc2ccc3c(c2)OCCO3)nc2ccccc2c1=O (stereo unspecified)	i	3%	-3%	-11	-5%	-0.4%	5%	-25%	u
29	Cc1ccsc1/C=N/NC(=O)C1C(=O)NCC1c1ccccc1 (stereo unspecified)	i	-1%	-10%	5	1%	-0.4%	-1%	5%	-21%
30	Cc1cc2nc(C)c(Cc3ccccc3)c(=O)n2[nH]1	u	2%	u	-11	-3%	-0.3%	2%	13%	6%
31	Cc1ccc(Cn2c(=N)c(C(=O)NC3CCCC3)cc3c(=O)n4ccccc4nc32)cc1	i	u	-9%	-7	-1%	2.7%	-7%	-2%	5%
32	COc1ccc(C(=O)NC(=S)Nc2cccc(NC(=O)c3ccco3)c2)cc1[N+](=O)[O-]	u	3%	4%	-4	-12%	0.6%	-11%	-25%	-2%
33	O=C(NCc1cccnc1)C12CC3CC(CC(Cl)(C3)C1)C2	i	2%	5%	24	1%	0.2%	-2%	8%	24%
34	COC(=O)c1ccccc1NC(=O)CC(NCc1ccccc1)C(=O)O (stereo unspecified)	i	0%	36%[activator]	-6	-2%	-0.5%	-8%	9%	10%
35	CCN1CCN(CNC(=O)c2cnccn2)CC1	i	16%	-5%	6	-1%	0.1%	4%	-10%	5%
36	Cn1ncc2c(=S)nc(Cl)[nH]c21	i	u	u	-19	1%	25%	-22%	-42%	0%
37	Cc1ccsc1/C=C1/C(=O)NN(c2ccccc2)C1=O	i	22%	-5%	-9	5%	0.4%	-8%[11.3 µM]	1%	-4%
38	O=C(COC(=O)c1cc(F)c(F)cc1Cl)NC1CC1	i	-1%	2%	30	1%	-1.0%	-1%	8%	4%
39	COc1ccc(C2(O)CN(c3ccccc3)C3=[N+]2CCS3)cc1OC (stereo unspecified)	i	u	11%	7	-4%	0.0%	-4%	-24%	-1%
40	Cc1ccc(Cn2c(CCNC(=O)c3cccc(C)c3)nc3ccccc32)cc1	x	x	u	x	-20%	-0.9%	x	-13%	u
41	CC(C)CCOc1ccc(CO[C@@H]2[C@H]3OC(C)(C)O[C@H]3O[C@@H]2C(O)CO)cc1 (stereo partly specified)	i	-5%	-3%	1	-6%	0.1%	5%	8%	-16%
42	CC(=O)N1CCc2c(sc3c2c(=O)n(Cc2ccccc2)c(=O)n3CC(=O)NCC2CCCO2)C1 (stereo unspecified)	u	5%	-2%	14	2%	3.7%	0%	0%	1%
43	CCCCc1nc(SCc2ccc([N+](=O)[O-])cc2)n[nH]1	i	-1%	-12%	-17	14%	-0.1%	x	6%	-16%
44	Cc1cccc(NC(=O)c2nc[nH]c2C(=O)N(C)Cc2ccccc2)c1	i	11%	-3%	-6	1%	8.4%	26%	4%	17%
45	O=C(OCC#CCSc1nnc(-c2cccc3ccccc23)o1)c1ccc(Br)cc1	i	1%	14%	x	-9%	-0.7%	9%	-1%	2%
46	CCc1nc2oc3ccccc3c(=O)c2c(=O)n1CCOC	i	12%	15%	31	-6%	2.1%	0%	-8%	-6%
47	Cc1noc(C)c1COC(=O)Cc1ccc(Cl)cc1	i	u	9%	-5	-3%	-0.6%	12%	-16%	-6%
48	CCOC(=O)C(Cc1ccc(O)cc1)Nc1nc2ccccc2o1 (stereo unspecified)	i	3%	-5%	-54*	-10%	0.2%	12%	-2%	8%
49	Cc1c(C(=O)N2CCN(c3ccccc3F)CC2)oc2c1C(=O)CC(C)(C)C2	u	1%	-19%	11	-7%	-0.5%	x	-6%	u
50	COc1ccc(NC(=S)N2CCN(S(=O)(=O)c3ccc(C)cc3)CC2)cc1	i	7%	0%	i	2%	0.4%	-2%	0%	5%
51	COc1cc(OC)c(OC)cc1CNC(=O)c1ccc(S(=O)(=O)N2CC(C)OC(C)C2)cc1 (stereo unspecified)	i	2%	2%	8	1%	-0.1%	-5%	5%	-20%
52	CC/C=C1/N=C2C(=O)N(C)C(=O)N=C2N(C)N1	x	x	u	x	-6%	x	x	-94%	u
53	CCCCSc1nc2ccc(Nc3nc(N4CCOCC4)nc(N4CCOCC4)n3)cc2s1	i	u	-9%	u	-10%	-0.6%	-7%	0%	u
54	CN1C(=O)c2[nH]nc(-c3ccc(F)cc3)c2C1c1cccc(O)c1 (stereo unspecified)	x	x	-8%	x	-2%	5.0%	x	-15%	0%
55	O=c1[nH]ncc(NCCc2ccccc2)c1Cl	i	-3%	4%	37	1%	0.2%	1%	7%	-16%
56	O=C(Oc1nsnc1N1CCOCC1)N(c1ccccc1)c1ccccc1	i	-4%	-14%	-16	-7%	-0.5%	1%	-4%	-1%
